PPARg SRC3 recr – PPARgamma agonists recruiting SRC-3 coactivator, primary screen, biochemical; 200,000 compounds, 0.26% hits; biochemical PPARgamma/SRC-3 coactivator recruitment assay; activation, % at 8 µM; in the data active means activation above about 23%;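 further: 0% = DMSO and 100% = reference agonist; some compounds past the cut are filed as inactive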
Target sequence (P37231 whole entry, looked up): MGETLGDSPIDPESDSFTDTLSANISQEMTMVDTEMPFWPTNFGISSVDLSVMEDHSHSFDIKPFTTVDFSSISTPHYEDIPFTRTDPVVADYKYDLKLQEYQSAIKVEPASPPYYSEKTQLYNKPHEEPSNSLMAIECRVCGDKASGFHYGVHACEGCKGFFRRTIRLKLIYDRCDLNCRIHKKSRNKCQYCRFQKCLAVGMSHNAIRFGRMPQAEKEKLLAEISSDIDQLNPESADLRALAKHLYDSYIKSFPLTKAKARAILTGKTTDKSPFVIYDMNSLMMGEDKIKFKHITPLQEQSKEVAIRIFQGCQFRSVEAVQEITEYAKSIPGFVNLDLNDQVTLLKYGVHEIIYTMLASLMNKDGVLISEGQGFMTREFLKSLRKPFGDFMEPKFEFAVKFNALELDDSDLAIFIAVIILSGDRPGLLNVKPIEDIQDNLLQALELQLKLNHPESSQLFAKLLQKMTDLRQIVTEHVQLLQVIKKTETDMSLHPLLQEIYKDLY
bIAP inh – bovine intestinal alkaline phosphatase inhibitors, primary screen, selectivity assay for TNAP inhibitor project, biochemical, bovine IAP, CDP-star luminescence; alkaline phosphatase, intestinal [Bos taurus]; 190,000 tested, under 10 active; purified bovine IAP, 30 min; inhibition, % at 20 µM;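 active means over 50% inhibition of intestinal alkaline phosphatase at 20 µM in the single-dose screen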
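Incubation: 30 min reaction at room temperature / Material: purified bovine intestinal alkaline phosphatase (IAP) enzyme / Input: enzyme at 1/65,000,000 dilution / Dosing: 20 µM single dose / Signal: CDP-star luminescence signal / Reagent: CDP-star chemiluminescent phosphatase substrate, 30 µM final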
PPARg SRC2 recr – agonists of PPARg-SRC-2 recruitment, primary screen, biochemical, HTS; activation, % at 8 µM; AID 1032, 2008; 200,000 compounds, 0.34% hits; PPARgamma LBD-SRC-2 recruitment; in the data active means activation above about 22%;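 further: 0% = vehicle and 100% = reference agonist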
PPARg SRC-1 ag – PPARgamma agonists recruiting SRC-1 coactivator, primary screen, biochemical. Peroxisome proliferator-activated receptor gamma (Homo sapiens), P37231. PPARgamma-SRC-1 coactivator recruitment biochemical assay. activation, % at 8 µM. 200,000 compounds, 0.41% hits; in the data active means activation above about 19%;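 further: 0% = DMSO and 100% = reference agonist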
S1P3 antag – S1P3 receptor antagonists, primary screen, cell-based. CHO S1P3 NFAT-BLA reporter, FRET fluorescence, antagonist mode. 170,000 compounds, 0.27% hits. inhibition, % at 4.98 µM;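 active means inhibition above the plate cutoff, the mean inhibition of test wells on that plate plus 3 SD, cut at about 28% in these data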;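 further: cells challenged with S1P at its EC80 of 0.8 µM; blue over green emission ratio from cleaved BLA substrate after 4 h stimulation; 0% = S1P-stimulated wells and 100% = unstimulated DMSO-only wells; some compounds past the cut are filed as inactive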
Target sequence (Q99500 whole entry, looked up): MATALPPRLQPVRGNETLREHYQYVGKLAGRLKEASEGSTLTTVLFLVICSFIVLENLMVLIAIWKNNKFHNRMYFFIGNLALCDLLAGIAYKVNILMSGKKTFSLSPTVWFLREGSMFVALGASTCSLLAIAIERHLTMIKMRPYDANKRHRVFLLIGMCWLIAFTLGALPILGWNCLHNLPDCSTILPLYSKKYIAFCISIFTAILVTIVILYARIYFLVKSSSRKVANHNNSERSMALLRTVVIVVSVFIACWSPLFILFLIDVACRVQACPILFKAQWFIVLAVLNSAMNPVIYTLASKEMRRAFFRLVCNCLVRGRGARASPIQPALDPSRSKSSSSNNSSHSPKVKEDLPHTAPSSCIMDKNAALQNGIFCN
ROMK primary – ROMK potassium channel modulators, primary screen, cell-based, thallium flux, MLSMR library; ATP-sensitive inward rectifier potassium channel 1 (Homo sapiens), P48048; Tet-inducible ROMK, thallium flux fluorescence; actives lie on both sides; B-score at 10 µM; 130,000 compounds, 2% hits;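 active means signal ratio slope over the read window, or its plate-corrected B-score, at least 3 SD from the plate mean, either direction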;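 further: B-score of the F/F0 ratio slope over 7 to 12 s after thallium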
DTT redox prof – compounds producing H2O2 with reducing agent – biochemical, NIH compound library profiling, artefact control for MLSCN library redox annotation, primary screen | AID 878, 2007 | activation, % at 10 µM | 200,000 compounds, 0.03% hits | DTT-dependent redox cycling H2O2, phenol red/HRP absorbance; 100% = 100 µM peroxide control, 0% = buffer;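 active means activation of at least 50% relative to the plate's high and low controls in the primary single-dose screen; inactive means activation below 50%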;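 further: compound incubated with DTT at 0.8 mM final as the reducing agent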
RAM inhibit – inhibitors of the yeast RAM network, primary screen, dse1pr::URA3 reporter, 5-FOA selection | S. cerevisiae dse1pr::URA3 reporter, 5-FOA growth OD615, 2 d; analog-sensitive cbk1-as2 kinase mutant strain | inhibition, % at 50 µM | 190,000 compounds, 1.8% hits;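 active means inhibition above a set limit, 3 SD over mean compound inhibition, cut at about 8.4% in these data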;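 further: 0% = DMSO-only wells with no growth and 100% = 10 µM 1-NA-PP1 full growth; inhibition rescues growth on 5-FOA so higher OD means more RAM inhibition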
L major viab – Leishmania major promastigote growth inhibition, primary screen | Leishmania major promastigotes, resazurin fluorescence viability | inhibition, % at 10 µM | 200,000 compounds, 9% hits | AID 1063, 2008; in the data active means inhibition above about 50%;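 further: promastigotes grown with compound for 44 hours at 28 °C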
SRC2 TRFRET art – TR-FRET signal artefacts, primary screen, artefact control for PPARgamma SRC-2 agonist project, biochemical. TR-FRET ratio at 8 µM. 200,000 compounds, 0.4% hits. TR-FRET artefact counter-screen; hits give high values. AID 1049, 2008; in the data active means TR-FRET ratio above about 2000; further: inactives centre near 1500
HMGR II inh – inhibitors of E. faecalis class II HMGR, primary screen, biochemical, Enterococcus faecalis | AID 1066, 2008 | 190,000 compounds, 0.41% hits | inhibition, % at 10 µM | purified E. faecalis HMGR, NADPH absorbance 340 nm kinetic | HMG-CoA reductase (Enterococcus faecalis, mvaE);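 active means inhibition above a set limit, the median over all tested compounds plus 3 SD, cut at about 9.5% in these data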;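 further: enzyme runs in reverse so mevalonate oxidation gives rising NADPH absorbance; 0% = complete reaction with DMSO and 100% = background rate lacking mevalonate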
The depositor's hits bear a star; . = no result given. Compounds were not picked by outcome (roughly 13% active in at least one column).

SMILES | PPARg SRC3 recr | bIAP inh | PPARg SRC2 recr | PPARg SRC-1 ag | S1P3 antag | ROMK primary | DTT redox prof | RAM inhibit | L major viab | SRC2 TRFRET art | HMGR II inh
CC(C)Cc1ccc(-c2cc(=O)[nH][nH]2)cc1 | 2 | -26 | -4 | 4 | -9 | -0.22 | -1.1 | 2.0 | -5 | 1516 | -5
Cc1oc(-c2ccccc2Cl)nc1CSCC(=O)O | 5 | 7 | 4 | 5 | . | . | 0.1 | 2.0 | -11 | 1735 | -9
O=C(Cn1c2[n+](c3ccc(C(F)(F)F)cc31)CCCCC2)c1ccc2c(c1)OCCO2 | 4 | -2 | 3 | 9 | -14 | -0.31 | 0.1 | 3.4 | 15 | 1527 | 5
N#CCCN1CCN(S(=O)(=O)c2ccc3c(c2)OCCCO3)CC1 | 3 | -10 | -4 | 4 | . | -0.89 | 0.0 | 1.1 | 0 | 1416 | -7
O=C(COC(=O)C1CC1)Nc1ccc(N=Nc2ccccc2)cc1 | 8 | -40 | 3 | 2 | -11 | -0.88 | -0.9 | 4.9 | -8 | 1634 | -8
CCOC(=O)c1nnn(-c2nonc2N)c1CN(C)C1CCCCC1 | 0 | 2 | 7 | 0 | 5 | 0.45 | -1.3 | 0.7 | -3 | 1387 | -4
CC1=CC(C)C2C(=O)N(c3ccccc3)C(=O)C2C1 (stereo not drawn) | -10 | 4 | -3 | -4 | . | -0.17 | 0.2 | -1.1 | -2 | 1210 | -6
CCOC(=O)C(C(=O)Nc1ccccn1)C1CCCCC1 (stereo not drawn) | 2 | 9 | 3 | -4 | . | . | 0.8 | 1.6 | -6 | 1578 | 1
Cc1cc(=O)oc2cc(OCC(=O)Nc3nnc(CC(C)C)s3)ccc12 | -2 | 6 | 12 | 10 | . | . | -7.3 | 6.4 | -8 | 1609 | 0
CCCCN1CCc2[nH]c(=S)[nH]c(=O)c2C1 | -1 | -4 | 4 | 6 | 0 | . | 0.1 | -0.2 | -2 | 1730 | -6
CCCn1nc(C(=O)Nc2cccc(C(=O)OC)c2)c2ccccc2c1=O | -2 | -4 | 0 | 9 | 31 | . | -2.5 | 8.9* | 8 | 1402 | -7
Cc1ccc(-c2nnn(CC(=O)N(CCO)C(C(=O)NC3CCCCC3)c3ccncc3)n2)o1 (stereo not drawn) | 1 | -20 | -2 | 8 | 2 | 0.32 | -3.1 | 2.7 | -10 | 1545 | 5
CCC(CC)C(=O)Nc1cc(C)cc(C)c1 | 4 | 0 | 4 | 4 | 18 | . | -3.1 | 0.0 | 23 | 1424 | 2
CCN(Cc1ccccc1)S(=O)(=O)c1ccc(C(=O)Nc2nnc(-c3ccccc3OC)o2)cc1 | -4 | -7 | -1 | 4 | 5 | . | 0.1 | 5.9 | 99* | 1599 | -5
COc1ccc(Cn2nnnc2CN2CCC(O)(c3ccc(F)cc3)CC2)cc1 | 6 | -3 | 9 | 3 | -9 | -0.1 | -0.5 | 0.0 | 13 | 1558 | 2
COc1ccc(CCNC(=O)c2ccc(NS(=O)(=O)c3c(C)noc3C)cc2)cc1OC | -12 | -7 | 8 | -6 | 9 | . | 2.0 | 1.7 | -8 | 1427 | 1
O=C(NCC(=O)N(Cc1ccccc1)C(C(=O)NC1CCCC1)c1ccco1)c1ccco1 (stereo not drawn) | -4 | 6 | -3 | -10 | 4 | . | 2.3 | 0.3 | 1 | 1448 | 1
COCc1cc(C)n(CC(=O)NC(C)c2ccccc2)c(=O)c1C#N (stereo not drawn) | -8 | -1 | 0 | -5 | 5 | 0.29 | 2.1 | 1.1 | -1 | 1523 | 2
C(=N\N1CCN(Cc2ccccc2)CC1)/c1cccs1 | -3 | 12 | 8 | 4 | . | . | -3.8 | -0.3 | -4 | 1607 | 2
Cc1cc(C)n2nc(C(=O)OCC(=O)N(CC(C)C)CC(C)C)nc2n1 | 10 | -1 | 7 | 12 | -12 | 2 | -1.2 | 2.2 | -7 | 1656 | -5
C#CC[N+](C)(C)CC#Cc1ccccc1 | 0 | -8 | -8 | -4 | -24 | 0.066 | -0.4 | -0.8 | -4 | 1431 | -5
CCc1sc(-c2c(C#N)c(N)nc3c2CCCCCC3)cc1[N+](=O)[O-] | 10 | 10 | 2 | 2 | . | -0.0071 | -1.1 | 1.4 | 1 | 1594 | 2
O=C(Nc1cnn(Cc2c(Cl)cccc2Cl)c1)C(c1ccccc1)c1ccccc1 | 2 | 0 | -3 | 3 | . | -0.41 | 0.1 | 4.2 | 24 | 1562 | 1
CCOc1cc(/C=N/NC(=O)c2cccs2)ccc1OC(=O)N1CCOCC1 | 1 | -40 | -2 | 2 | 9 | -0.6 | -0.1 | 0.5 | 37 | 1592 | 0
Cc1c(Cl)c(C(F)(F)F)nn1CC(=O)NN | 0 | -2 | 11 | 3 | -17 | 0.33 | 0.1 | -0.8 | -3 | 1574 | 2
CC(=O)NC(Cc1ccccc1F)C(=O)NC1CCN(C(=O)c2cnccn2)CC1 (stereo not drawn) | 9 | 10 | 1 | 3 | -59 | -0.54 | 0.0 | 0.2 | -2 | 1725 | -1
CC12CCC(c3n[nH]c(=S)nc31)C2(C)C (stereo not drawn) | 5 | 7 | 7 | -5 | -6 | 0.78 | -0.5 | -0.9 | -4 | 1519 | -4
Cc1sc(NC(=O)c2ccccc2)c(C#N)c1-c1ccccc1 | 8 | 11 | 9 | 6 | 4 | . | 0.1 | 3.2 | 46 | 1759 | -6
O=C(O)CCCn1nc(C(F)(F)F)c2c1CCCCC2 | 9 | 1 | 15 | 1 | -23 | 0.13 | -3.5 | 0.4 | -4 | 1566 | -5
CS(=O)(=O)N1CCN(c2cnn(-c3ccccc3)c(=O)c2Cl)CC1 | 3 | 2 | -1 | 5 | -10 | -0.33 | 0.0 | 2.5 | -6 | 1641 | -2
CC(C)C(=O)NC(=O)COC(=O)/C=C/c1cccs1 | 6 | -12 | 8 | 8 | -9 | -0.68 | -0.3 | 1.9 | -5 | 1541 | -5
CCOC(=O)Cc1nn(C)c(=O)c2ccccc12 | -4 | 6 | -1 | -2 | -21 | . | 2.9 | 1.4 | -2 | 1435 | -5
O=C(CSc1ccc(Cl)cc1)Nc1cccc(-c2nnc(-c3ccco3)o2)c1 | 1 | 4 | -3 | -3 | -13 | -0.68 | 0.0 | 6.5 | 45 | 1517 | -7
Oc1ccc(-n2cccc2/C=N/n2cnnc2)cc1 | 0 | 1 | -2 | -5 | -17 | -0.66 | -1.0 | 0.0 | -4 | 1388 | 3
O=C(Nc1ccc2c(c1)OCCO2)C1CCN(C(=O)c2ccc([N+](=O)[O-])cc2)CC1 | -1 | -16 | -6 | -3 | -6 | 0.068 | -0.8 | -1.3 | 11 | 1300 | -7
CCc1c(O)c(/C(C)=N\O)c(=O)n(-c2ccccc2)c1-c1ccccc1 | 4 | -1 | -10 | -8 | 1 | 0.16 | 0.6 | 5.0 | 67* | 1500 | 4
Cc1ccc(NC(=O)CCC(=O)N/N=C/c2cccs2)cc1C | -4 | -2 | 3 | -2 | -11 | -0.66 | -0.1 | 0.8 | 4 | 1420 | 0
CSc1ccc(S(=O)(=O)Nc2ccc(NC(C)=O)cc2)cc1 | -1 | 7 | 3 | 3 | -4 | . | -2.9 | 0.3 | 3 | 1647 | 1
COc1cccc(N=Cc2c[nH][nH]c2=O)c1 | 9 | -1 | 9 | 6 | . | . | 1.3 | 0.1 | -5 | 1444 | -5
CCc1cc2c(=O)n(-c3ccc(Br)cc3)cnc2s1 | 2 | 17 | 4 | 4 | . | -0.13 | 0.1 | 1.7 | -11 | 1524 | -1
CCCn1c(=O)c2ccccc2n2c(SCc3nc4ccccc4s3)nnc12 | 4 | 10 | -2 | 7 | 9 | 0.13 | 0.1 | 5.8 | 6 | 1577 | -5
Cc1cccc(/C=C(\C(=O)C(=O)O)c2ccc3ccccc3n2)c1 | -1 | 12 | 4 | -1 | -6 | -1.2 | -2.3 | 2.8 | -5 | 1778 | -1
Cc1cc(C(=O)NCCCOC(C)C)c2ccccc2n1 | 10 | 1 | 7 | 7 | . | . | -5.0 | 1.6 | -3 | 1648 | 1
CCOc1ccc(C(=O)OC2CCN(C)CC2)cc1 | 10 | 1 | 7 | -2 | . | 0.2 | 0.9 | -0.6 | 100* | 1419 | -5

In a second layout: entries from further up.
mol	PPARg SRC3 recr	bIAP inh	PPARg SRC2 recr	PPARg SRC-1 ag	S1P3 antag	ROMK primary	DTT redox prof	RAM inhibit	L major viab	SRC2 TRFRET art	HMGR II inh
CC(C)Cc1ccc(-c2cc(=O)[nH][nH]2)cc1	2	-26	-4	4	-9	-0.22	-1.1	2.0	-5	1516	-5
Cc1oc(-c2ccccc2Cl)nc1CSCC(=O)O	5	7	4	5	.	.	0.1	2.0	-11	1735	-9
O=C(Cn1c2[n+](c3ccc(C(F)(F)F)cc31)CCCCC2)c1ccc2c(c1)OCCO2	4	-2	3	9	-14	-0.31	0.1	3.4	15	1527	5
N#CCCN1CCN(S(=O)(=O)c2ccc3c(c2)OCCCO3)CC1	3	-10	-4	4	.	-0.89	0.0	1.1	0	1416	-7
O=C(COC(=O)C1CC1)Nc1ccc(N=Nc2ccccc2)cc1	8	-40	3	2	-11	-0.88	-0.9	4.9	-8	1634	-8
CCOC(=O)c1nnn(-c2nonc2N)c1CN(C)C1CCCCC1	0	2	7	0	5	0.45	-1.3	0.7	-3	1387	-4
CC1=CC(C)C2C(=O)N(c3ccccc3)C(=O)C2C1 (stereo not drawn)	-10	4	-3	-4	.	-0.17	0.2	-1.1	-2	1210	-6

Source: PubChem BioAssay (several laboratories)
